# D1 ag: agonists of human D1 dopamine receptor. P21728. HEK293 T-REx D1 cells, calcium flux, agonist mode. hit rate 1% among 360,000. activation, % at 2 µM. AID 504660; further: 0% is about no effect
# Target sequence (P21728 whole entry, looked up): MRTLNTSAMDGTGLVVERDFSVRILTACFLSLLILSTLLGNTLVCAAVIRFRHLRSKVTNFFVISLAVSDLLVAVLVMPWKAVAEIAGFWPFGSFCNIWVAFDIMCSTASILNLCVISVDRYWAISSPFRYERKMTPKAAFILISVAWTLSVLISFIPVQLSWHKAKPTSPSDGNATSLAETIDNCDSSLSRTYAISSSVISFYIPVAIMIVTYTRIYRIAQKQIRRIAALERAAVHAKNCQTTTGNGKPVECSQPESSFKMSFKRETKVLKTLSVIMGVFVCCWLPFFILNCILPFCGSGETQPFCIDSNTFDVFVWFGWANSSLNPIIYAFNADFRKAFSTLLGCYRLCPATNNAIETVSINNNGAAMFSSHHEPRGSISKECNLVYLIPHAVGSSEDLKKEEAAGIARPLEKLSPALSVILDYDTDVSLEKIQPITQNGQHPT
#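 Agonism was scored from calcium flux recorded over 180 s (1 read/s) after pintool compound addition, following a 10-cycle baseline. Cells were inducible force-coupled HEK293 TREx D1, plated overnight at 30 C and loaded with no-wash calcium dye.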
# RXFP1 antagonist: RXFP1 (human) relaxin receptor antagonism | Q9HBX9 | HEK293-RXFP1, relaxin-stimulated cAMP HTRF, 30 min; active compounds read low | activity change, negative = inhibition, % at 57.5 µM | hit rate 0.59% among 350,000 | AID 1259400;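 active means activity change of -60% or lower, but not beyond a set lower limit; inconclusive means change between -60% and -40%, or beyond the set limit; inactive means change above -40%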; further: on the % scale 0 is the no-effect control and ±100 the full control effect
# D1 antagonist: antagonists of human D1 dopamine receptor; HEK293 TREx D1 cells, calcium flux, dopamine EC80; active compounds read low; activity change, negative = inhibition, % at 10 µM; hit rate 3.2% among 360,000; AID 504652; in the data active means activity change below about -30%; further: on the % scale 0 is the no-effect control and ±100 the full control effect
#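 Calcium flux readout: force-coupled, inducible Hek293 Trex D1 line, cells induced overnight at 30 C with tetracycline, dye-loaded 30–90 min at RT. Antagonism scored against EC80 dopamine challenge given 180 s after compound.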
# D2 potentiator: D2 dopamine receptor (human) potentiation; hit rate 0.34% among 340,000; HEK293 T-REx D2, calcium flux, EC20 dopamine potentiation; P14416; AID 485347; potentiation, % at 10 µM;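 active means potentiation over 3 SD above the plate norm, cut at about 30% in these data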; further: 0% is about no effect
#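 Potentiation of an EC20 dopamine calcium response is measured in a force-coupled, tetracycline-inducible Hek293 Trex D2 line. Compound-only kinetic reads over 180 s flag agonists before dopamine addition.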
# D2 antag: antagonists of human D2 dopamine receptor; hit rate 2% among 340,000; HEK293 TREx D2 cells, calcium flux, dopamine EC80; inhibition, % at 10 µM; in the data active means inhibition above about 30%; further: 0% is about no effect
#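 Measurement of antagonist activity uses fluorescent calcium dye in inducible HEK293 T-REx D2 cells: 10 s baseline, compound addition with 180 s read, EC80 dopamine addition with a further 180 s read.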
# TRHR agonist: TRH receptor (human) agonism; P34981; TRHR cells, calcium flux fluo-8, FDSS agonist mode; activation, % at 2 µM; hit rate 0.18% among 360,000; AID 493084; further: 0% is about no effect
# Target sequence (P34981 whole entry, looked up): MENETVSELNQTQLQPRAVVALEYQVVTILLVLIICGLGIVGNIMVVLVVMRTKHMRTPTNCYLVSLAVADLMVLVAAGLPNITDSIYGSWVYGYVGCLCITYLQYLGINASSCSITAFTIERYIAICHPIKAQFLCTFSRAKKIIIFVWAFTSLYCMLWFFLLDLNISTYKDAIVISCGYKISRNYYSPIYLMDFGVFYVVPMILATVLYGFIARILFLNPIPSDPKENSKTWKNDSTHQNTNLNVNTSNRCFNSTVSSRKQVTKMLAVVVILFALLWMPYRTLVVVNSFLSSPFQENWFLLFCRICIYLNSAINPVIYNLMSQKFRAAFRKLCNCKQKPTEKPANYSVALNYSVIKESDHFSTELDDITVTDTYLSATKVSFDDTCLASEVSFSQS
#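 Agonist-mode FDSS calcium read (Ex 480/Em 530, 1 s cycles) in 1536-well TRHR cells with fluo-8 dye, after 10-cycle baseline and 23 nL compound addition; TRH at EC20 (10 nM final) added afterwards for the enhancer phase.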
# D2 ag: D2 dopamine receptor (human) agonism; P14416; HEK293 T-REx D2 cells, calcium flux agonist mode; activation, % at 2 µM; hit rate 0.53% among 340,000; AID 485358;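 active means activation over 3 SD above normal in the single-dose calcium agonist read, cut at about 30% in these data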; further: 0% is about no effect
#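 Tetracycline-induced HEK293 T-REx cells with force-coupled D2 receptor, plated overnight at 30 C, loaded with no-wash calcium dye. After a 10 s baseline, compound was pin-added and calcium flux read kinetically for 180 s; calcium rises flagged agonists.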
# TRHR PAM: allosterically enhances the human TRH receptor; P34981; enhancement, % at 2 µM; hit rate 0.66% among 360,000; TRHR cells, fluo-8 calcium fluorescence, EC20 TRH enhancement; in the data active means enhancement above about 30%; further: 0% is about no effect
#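 Enhancer read-out: after compound pinning and an initial kinetic agonist-mode read, an EC20 of TRH (10 nM final) was injected and fluo-8 calcium signal (Ex 480/Em 530) followed at 1 s/cycle for 100 cycles in TRHR-expressing cells.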
# D1 PAM: human D1 dopamine receptor positive modulation | potentiation, % at 10 µM | HEK293 TREx D1 cells, calcium flux, dopamine EC20 potentiation | hit rate 0.036% among 360,000; in the data active means potentiation above about 30%; further: 0% is about no effect
# Numbers without * were called inactive; ? = inconclusive; nt = no result given. Unless noted, no stated cut-off is given here; in the data, active means activation above about 30%; inactive means the rest. The order is random; overall some 7.1% were active at least once.
# The line under a structure holds: D1 PAM	D1 antagonist	D2 ag	D2 antag	D1 ag	D2 potentiator	RXFP1 antagonist	TRHR agonist	TRHR PAM
(1) CC1CCN(S(=O)(=O)c2ccc3c(c2)N(CC(=O)NCCCN2C(C)CCCC2C)C(=O)CO3)CC1 (centres undefined)
  0	0	0.8	-2	2	11	8	-0.3	12
(2) COc1cc(NC(C)=O)c2ncccc2c1NC(C)=O
  1	-36*	0.9	37*	6	13	5	0.7	-2
(3) O=C(COc1ccc(Cl)cc1Cl)Nc1cccnc1
  -6	12	0.1	-14	11	-9	-6	-0.1	18
(4) Cc1c(Br)c(C(=O)N2CCc3ccccc32)nn1C
  -5	1	0.2	3	0	0	-7	-0.7	-10
(5) O=C(CN1C(=O)COc2ccc(S(=O)(=O)NC3CCCC3)cc21)Nc1ccc(Cl)cc1
  -2	7	nt	nt	10	3	-15	1.1	2
(6) COc1ccc(S(=O)(=O)NCCc2cn3nc(C)c(C)nc3n2)cc1C
  -1	0	1.7	-45	0	4	3	0.2	-1
(7) C/C(=N/NC(=O)CN1CCN(S(=O)(=O)c2ccc(C)cc2)CC1)c1ccco1
  0	-10	0.0	9	1	-2	3	-0.9	-1
(8) O=C(c1cc2cc(Br)ccc2oc1=O)N1CCCC1
  -1	-9	nt	nt	1	nt	-2	0.9	8
(9) CCOc1ccccc1NC(=O)c1ccc(S(=O)(=O)N2CCCCC2)cc1
  -6	-10	-0.3	-4	9	1	-12	-0.6	32*
(10) O=C(Nc1ccc(-n2cnnn2)cc1)C1CCCN1C(=O)NC1CCCCC1 (centres undefined)
  -1	12	-0.2	18	5	-5	-17	0.6	-4
(11) Cc1ccc(Cl)cc1N1CCN(C(=O)CSc2nnc3n2C(C)(C)Cc2ccccc2-3)CC1
  -1	-18	-0.4	-12	2	31*	-26	-0.6	-4
(12) COc1ccc(CNC2CC(=O)N(C)C2=O)cc1 (centres undefined)
  -6	-2	1.5	-35	3	5	0	0.6	15
(13) OCc1nn2c(c1Br)NC(c1ccccc1)CC2C(F)(F)F (centres undefined)
  1	-2	1.1	6	2	4	-4	1.4	2
(14) COCCNC(=O)C(=O)NNC(=O)c1ccccc1OC
  3	0	nt	nt	7	-4	7	0.2	1
(15) Cc1ccc2scc(N3CCN(c4ccc(F)cc4)CC3)c(=O)c2c1
  -2	5	-0.2	nt	2	8	-18	-0.2	39*
(16) O=C(NCN1CCN(c2ccccc2)CC1)c1cnccn1
  -6	2	nt	nt	2	nt	1	0.2	-5
(17) CCOc1ccc(N2CC(C(=O)NCc3ccc(F)cc3)CC2=O)cc1 (centres undefined)
  -2	19	10	10	1	-6	0	0.6	1
(18) CCOC(=O)c1cnc(SC)nc1Sc1ccc(Cl)cc1Cl
  -4	-5	0.2	10	1	2	0	0.5	3
(19) CCOC(=O)C1=C(COC(=O)c2cccc(Cl)c2)NC(=O)NC1C (centres undefined)
  0	5	0.4	-4	3	14	9	-0.3	-3
(20) Cc1ccc(OCC(=O)O/N=C(\N)c2ccccn2)cc1
  9	nt	-0.6	-10	-2	4	6	-0.1	-3
(21) CCOC(=O)c1c(C)[nH]c(C)c1S(=O)(=O)N1CCN(c2ccc(Cl)cc2)CC1
  2	-14	nt	nt	8	nt	-21	0.4	-2
(22) CCOC(=O)c1c(NC(=O)c2nc(SC)ncc2Cl)sc(C)c1C
  1	4	1.2	nt	0	9	nt	0.2	-1
(23) CC(=O)Nc1ccc(C(=O)NNC(=O)Cc2ccccc2)cc1
  -3	-1	nt	nt	2	nt	-14	-2.3	-2
(24) NS(=O)(=O)c1ccc(N/N=C/c2ccc(O)cc2O)c([N+](=O)[O-])c1
  -2	0	0.2	13	1	0	6	-0.3	0
(25) O=C(Cc1cccs1)Nc1nnc(Cc2ccccc2)s1
  3	18	nt	nt	1	nt	-13	0.3	-4
(26) CC(Cl)C(=O)Nc1ncc(C(F)(F)F)cc1Cl (centres undefined)
  -2	-4	0.8	2	0	4	1	-0.2	1
(27) CC(C)n1cc(C(=O)c2ccccc2O)cc(C#N)c1=O
  -2	-8	0.2	-8	2	-2	-25	0.0	4
(28) COc1ccc(NC(=S)Nc2cc(C(F)(F)F)ccc2F)cc1
  -6	nt	1.3	5	2	-13	4	0.3	0
(29) Cc1cc(=O)[nH]c(N/N=C/c2ccc([N+](=O)[O-])cc2)n1
  -4	-8	1.8	2	-1	-3	nt	0.2	23
(30) CCOC(=O)N1CCN(C(=O)CN2C(=O)NC(C)(c3ccc4ccccc4c3)C2=O)CC1 (centres undefined)
  -1	5	0.7	-3	2	14	9	0.0	3
(31) COc1cccc2cc(C(=O)N3CCCCCCC3)c(=O)oc12
  -6	-9	-1.9	14	4	1	7	0.1	-2
(32) CCCCN(CCCC)CC(O)CN1C(=O)NC(C)(C)C1=O (centres undefined)
  -3	-7	0.3	-26	-3	14	-8	0.5	5
(33) CCCn1c(N)c(N(CCOC)C(=O)c2ccc(F)cc2F)c(=O)[nH]c1=O
  1	-6	-0.1	-3	7	-13	12	-0.5	2
(34) CC1CCN(C(=O)c2ccc(S(=O)(=O)N(C)C)cc2)C(C)C1 (centres undefined)
  -4	-10	0.0	-11	3	12	-15	0.5	-3
(35) O=c1ccn(Cc2ccc(F)cc2)c2ccnc(C(F)(F)F)c12
  2	-5	0.6	1	13	-7	-1	-0.2	-6
(36) COc1ccccc1OCCC(=O)O
  5	-6	-0.1	24	3	11	12	-0.1	1
(37) CN(C)c1ccc(NC(=O)CCN2C(=O)c3cccc([N+](=O)[O-])c3C2=O)cc1
  3	8	0.6	-19	2	-2	-15	-0.6	0
(38) C#CCn1c(=NC(=O)CN2C(=O)CCC2=O)sc2cc(S(N)(=O)=O)ccc21
  3	7	0.3	-1	-1	-2	-25	-0.2	2
(39) CCn1c(SCc2nc3ccccc3[nH]2)nnc1-c1cccnc1
  3	-2	0.5	0	3	0	-5	0.7	10
(40) CCNC(=S)Nc1sc2c(c1C#N)CCC(C)C2 (centres undefined)
  0	1	0.1	-12	2	8	0	-0.4	9
(41) Cc1cccc(CCNC(=O)c2c[nH]c3ccc(S(=O)(=O)Nc4ccccc4F)cc3c2=O)c1
  -6	8	-0.1	nt	1	9	-35	0.2	5
(42) O=C(Nc1cccnc1)c1ccccc1F
  -3	6	0.6	-12	5	11	-4	0.6	5
(43) CC(=O)c1cccc(S(=O)(=O)Nc2cc(C(F)(F)F)ccc2N2CCOCC2)c1
  4	-6	0.6	-13	8	10	-16	1.9	0
(44) CN(C)CCCN(C(=O)c1ccc2ccccc2c1)c1nc2cc3c(cc2s1)OCO3
  -4	6	0.4	-9	36*	-1	-61*	0.6	6
(45) CCN(CC)c1ccc(NC(=O)CSc2nnc(N)s2)cc1C
  nt	-6	0.7	0	1	3	-18	0.0	-2
(46) Cc1ccc(CSCC(=O)Nc2ccc(N3CCOCC3)cc2N2CCOCC2)cc1
  -5	8	-0.2	-3	2	3	-10	-0.4	4
(47) Cc1ccc(C(=O)NC(=S)Nc2ccc(S(=O)(=O)N(C)c3ccccc3)cc2)cc1
  0	1	-0.6	10	1	1	0	-0.3	2
(48) O=c1oc2ccccc2c(NCc2ccc(Cl)cc2)c1[N+](=O)[O-]
  -3	-12	-0.4	-3	11	-11	-1	0.9	6
(49) CCOC(=O)c1ccc(NC(=O)Cn2c(C)nc3c(sc(=S)n3CC)c2=O)cc1
  -5	-18	1.0	1	2	4	7	0.1	5
(50) COc1cc2ncnc(NCc3ccc(F)cc3)c2cc1OC
  2	-4	-1.0	-4	0	-4	-11	-0.5	0

# Next part:
# The line under a structure holds: D1 PAM	D1 antagonist	D2 ag	D2 antag	D1 ag	D2 potentiator	RXFP1 antagonist	TRHR agonist	TRHR PAM
(51) CCCCN(C)CCNC(=O)C1CCN(c2nc3ccc(CC)cc3s2)CC1
  1	-55*	2.3	nt	65*	-5	-22	3.1	7
(52) COc1cccc(/C=N/Nc2nnc(C)n2N)c1OCc1ccccc1Cl
  3	2	0.0	-19	2	9	12	-1.0	30
(53) COc1cccc(Nc2nc3ccc(C(=O)c4ccccc4)cc3n3cnnc23)c1
  -13	8	0.0	2	3	-10	-2	0.1	-1
(54) CC(=O)N1N=C2c3ccccc3CCC2C1c1ccc(F)cc1 (centres undefined)
  -2	-9	0.5	1	2	-3	-26	-1.8	-3
(55) N#Cc1c(-c2ccccc2)cc(-c2ccccc2)nc1SCC(=O)O
  -5	9	-0.8	17	1	6	0	-0.2	-1
(56) COc1ccc(N(C(=O)c2cccnc2)S(=O)(=O)c2cccc([N+](=O)[O-])c2)cc1
  -5	10	0.5	0	0	-4	10	-0.4	9
(57) COc1ccc(C(=O)Nc2cccc(-c3cc4ccccc4oc3=O)c2)cc1[N+](=O)[O-]
  -3	-17	1.2	-19	3	-3	3	-0.9	1
(58) CCn1ccnc1CN(C)Cc1cn(-c2ccc(C)cc2)nc1-c1cccc(C)c1
  6	14	0.3	3	1	-6	?	-0.5	3
(59) O=C(c1n[nH]c2ccccc12)N1CCN(S(=O)(=O)c2ccccc2)CC1
  -3	1	-0.2	2	5	12	6	0.9	4
(60) Cc1ccc2nc(-c3ccc(O)cc3)oc2c1
  7	-1	-0.2	9	3	3	-16	0.1	4
(61) Cc1nc2nc(Cc3ccccc3)[nH]n2c(=O)c1Cc1ccccc1
  -3	-4	1.2	15	0	nt	-2	0.9	7
(62) COc1cc2c(cc1OC)C(C)N(S(=O)(=O)c1ccc(C)cc1)CC2 (centres undefined)
  -10	-4	-0.8	16	-1	-2	4	-0.7	1
(63) COc1cccc(CNCc2ccc(C(=O)O)cc2)c1OC
  -7	nt	2.8	7	0	-10	-4	0.7	-4
(64) Cc1ccccc1NC(=O)COc1ccc(Br)cc1CNCCCO
  -2	nt	-0.1	7	-1	-9	-4	1.4	-3
(65) O=C(NCCC1=CCCCC1)c1ccc2c(c1)N(Cc1ccc(Cl)cc1)C(=O)c1ccccc1S2=O (centres undefined)
  -2	6	1.3	nt	4	-5	nt	0.4	-5
(66) Cc1ccc2[nH]c(-c3ccccc3)c(CN3CCN(C)CC3)c(=O)c2c1
  -1	-13	-0.5	9	2	-10	-3	0.4	3
(67) CCn1c(=O)n(CC)c2cc(N3CCCCC3)c(NC(=O)Nc3ccccc3C(F)(F)F)cc21
  -5	13	3.4	nt	0	-5	-28	-0.5	-4
(68) Cc1nnc(NC(=O)C(c2ccccc2)c2ccccc2)s1
  1	0	-1.6	-6	3	-8	4	-0.5	-1
(69) COc1ccc(NC(=O)CCCN2C(=O)C3C4C=CC(C4)C3C2=O)c(OC)c1 (centres undefined)
  5	-21	-0.2	35*	0	17	12	0.0	1
(70) O=C(Nc1ccccc1)C1C2CCCCC21 (centres undefined)
  0	7	0.2	2	2	0	-9	-0.6	-10

# Three compounds out of the list above, ordered by the number in TRHR PAM, rising.
entry	mol	TRHR PAM
67	CCn1c(=O)n(CC)c2cc(N3CCCCC3)c(NC(=O)Nc3ccccc3C(F)(F)F)cc21	-4
66	Cc1ccc2[nH]c(-c3ccccc3)c(CN3CCN(C)CC3)c(=O)c2c1	3
61	Cc1nc2nc(Cc3ccccc3)[nH]n2c(=O)c1Cc1ccccc1	7

# Source: PubChem BioAssay (National Center for Advancing Translational Sciences (NCATS))
